Dengue-2 NS5 capping: Dengue-2 NS5 methyltransferase inhibitors, primary screen, biochemical, confirmation dose response (AID 588689). Dengue-2 NS5 methyltransferase capping enzyme assay, biochemical; higher % means a stronger effect. inhibition, % at 25 µM, or IC50 in µM where a hit was titrated. Genome polyprotein (Dengue virus type 2 (strain 16681-PDK53)). 340,000 compounds, 0.3% hits; in the data active = a potency from the dose series; inconclusive = inhibition above about 29% without an active follow-up result
KOR beta-arrestin-1: KOR antagonists, beta-arrestin recruitment, cell-based, luminescence, uHTS (AID 1778). 290,000 compounds, 0.091% hits. KOR beta-arrestin recruitment, luminescence, antagonist mode; higher % means a stronger effect. Kappa-type opioid receptor (Homo sapiens). inhibition, % at 10 µM, or IC50 in µM where a hit was titrated; in the data active = inhibition above about 50%; also: strong numbers were not always called active
GPR55 activation: GPR55 agonists via beta-arrestin recruitment, primary screen, imaging, U2OS cells, beta-arrestin-GFP redistribution (AID 1961); G-protein coupled receptor 55 (Homo sapiens); U2OS GPR55 beta-arrestin-GFP redistribution imaging; higher % means a stronger effect; activation, % at 10 µM, or EC50 in µM where a hit was titrated; 290,000 compounds, 0.048% hits;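 active = activation above 40% with more than 50 cells counted in the well; inconclusive = wells holding fewer than 50 cells, flagged as toxic or sparse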;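 also: U2OS osteosarcoma cells stably expressing GPR55 and beta-arrestin-GFP; plate controls were DMSO negative control for no effect and LPI positive control for full effect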
West Nile antiviral: West Nile virus antiviral activity, cell-based, CPE readout (AID 1621); West Nile virus-infected cells, CPE inhibition; higher % means a stronger effect; CPE inhibition, % at 10 µM, or IC50 in µM where a hit was titrated; 290,000 compounds, 0.02% hits; in the data active = a potency from the dose series; inconclusive = CPE inhibition mostly from about 3.7% at the one dose, without a potency; inactive = the rest, 99 in 100 with CPE inhibition below about 2.2%; also: strong numbers were not always called active
GPR35 antagonists: GPR35 antagonists blocking zaprinast-driven arrestin recruitment, primary screen, imaging, U2OS, beta-arrestin-GFP, zaprinast agonist (AID 2058); G-protein coupled receptor 35 (Homo sapiens); U2OS GPR35 beta-arrestin-GFP translocation imaging, zaprinast antagonism; higher % means a stronger effect; inhibition, % at 10 µM, or IC50 in µM where a hit was titrated; 290,000 compounds, 0.052% hits;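 active = inhibition of at least 50% with at least 30 cells and total cytoplasm GFP at most 10,000,000; inconclusive = under 30 cells or total GFP of 10,000,000 plus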
HIV peptide binding: inhibitors of HIV fusion peptide binding, primary screen, biochemical, uHTS, fluorescence dequenching (AID 1986); inhibition, % at 20 µM, or IC50 in µM where a hit was titrated; 290,000 compounds, 0.3% hits; cell-free peptide binding, fluorescence dequenching, 30 min; higher % means a stronger effect; in the data active = inhibition mostly above about 52%, no sharp cut-off; inactive = mostly below about 76%; also: some results filed as inactive read as strong as hits
KOR beta-arrestin-2: KOR agonists, beta-arrestin recruitment, primary screen, cell-based, luminescence, uHTS (AID 1777). Kappa-type opioid receptor (Homo sapiens). KOR beta-arrestin recruitment, luminescence; higher % means a stronger effect. activation, % at 10 µM; hits with a dose series show EC50 in µM. 280,000 compounds, 0.02% hits; in the data active = activation above about 50%, passing the limit was not always enough; also: a part of the inactive calls stands beside numbers as strong as those of hits
GPR55 antagonists: GPR55 antagonists blocking LPI-driven arrestin recruitment, primary screen, imaging, U2OS, beta-arrestin-GFP, LPI agonist (AID 2013); 290,000 compounds, 0.13% hits; inhibition, % at 10 µM; hits with a dose series show IC50 in µM; U2OS GPR55 beta-arrestin-GFP translocation imaging, LPI antagonism; higher % means a stronger effect;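 active = spots per cell inhibited over 60%, with over 100 cells counted and total cytoplasm intensity under 500,000; inconclusive = wells with under 100 cells, flagged as likely toxic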;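 also: U2OS cells stably carrying GPR55 and arrestin-GFP stimulated by 5 µM LPI near EC80; imaged beta-arrestin-GFP aggregate spots per cell after agonist stimulation; plate controls were LPI-stimulated DMSO wells for no effect and DMSO wells without LPI for full effect; some results filed as inactive read as strong as hits; confirmed hits need IC50 under 10 µM and bright autofluorescent wells are also inconclusive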
NOD1 inhibition: NOD1 signaling inhibitors, primary screen, cell-based, luminescence, uHTS (AID 1578). NOD1-driven NF-kB luciferase reporter cells, luminescence; higher % means a stronger effect. inhibition, % at 4 µM; hits with a dose series show EC50 in µM. 290,000 compounds, 1% hits; in the data active = inhibition mostly above about 36%, no sharp cut-off; inactive = mostly below about 34%;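 also: HEK-293T reporter cells stimulated with the NOD1 agonist gamma-tri-DAP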
Dengue-2 NS5 capping pilot replicate: second read-out of Dengue-2 NS5 capping, no call of its own (marks repeat the call); inhibition, %; measured here: pilot screen replicate inhibition
* = called active by the depositor; ? = inconclusive; / = no result given; & = joins results of further samples; [ ] = another dose, or the depositor's remark. Some of the compounds tested; count on the stated rates, not on these rows.

SMILES	Dengue-2 NS5 capping	KOR beta-arrestin-1	GPR55 activation	West Nile antiviral	GPR35 antagonists	HIV peptide binding	KOR beta-arrestin-2	GPR55 antagonists	NOD1 inhibition	others
CCc1c(C)sc(NC(=O)c2cc(C3CC3)on2)c1C#N	-1%	23%	-0.2%	0.4%	9%	1.1%	2.5%	-8%	-15%
CCOC(=O)c1c(C)oc2c1c(C(c1cccnc1)N1CCCCC1)c(O)c1ccccc12 (centres undefined)	-4%	14%	0.3%	?	0%	3.7%	2.1%	0%	59%
Cc1c(OC(C)C(=O)NCc2ccccn2)ccc2c3c(c(=O)oc12)CCCC3 (centres undefined)	-2%	31%	-0.1%	1.6%	-7%	0.1%	-2.2%	0%	-17%
CCNC(=S)N/N=C/c1ccco1	1%	17%	-0.1%	0.2%	0%	-0.1%	-2.2%	-2%	1%
N#C/C(=N\O)c1nc(-c2ccccc2)cs1	-5%&6%	-26%&-37%	-0.2%&-0.1%	0.0%&-0.6%	9%&13%	2.4%&5.7%	-4.5%&3.7%	6%&9%	-19%&22%	Dengue-2 NS5 capping pilot replicate=-1.5
O=C1C2C3c4ccccc4C(c4ccccc43)C2C(=O)N1Cc1ccccn1 (centres undefined)	-6%	11%	0.2%	/	-2%	3.4%	-2.2%	5%	-10%
O=C1C(=O)N(c2nccs2)C(c2ccccc2F)/C1=C(\O)c1ccc2c(c1)OCCO2 (centres undefined)	-4%	-19%	0.3%	0.6%	-2%	9.2%	6.5%	0%	-41%
COCc1nnc(NC(=O)C2CC(=O)N(C3CCCC3)C2)s1 (centres undefined)	-2%	-5%	-0.2%	0.3%	7%	-0.6%	-1.7%	8%	-25%
CCOc1ccc(Br)cc1/C=N/O	3%	14%	-0.4%	0.1%	2%	-0.1%	-4.2%	-19%	-16%
COC(=O)c1sc(NC(=O)CSc2nnc(Cn3nnc4ccccc43)n2C)nc1C	-4%	10%	0.9%	0.3%	5%	0.4%	-0.3%	0%	-40%
COc1ccc(OC)c(C(O)c2nc3ccccc3n2C)c1 (centres undefined)	-3%	-18%[20 µM]	-0.1%	-1.2%	-11%	0.9%	1.3%	-3%	10%
CC(Sc1nnnn1C1CCCCC1)C(=O)O (centres undefined)	3%	-38%[20 µM]	-0.1%	-0.1%	4%	1.1%	/	4%	-40%
O=c1[nH]c(C2CCCN(S(=O)(=O)c3ccccc3)C2)nc2c1nnn2Cc1ccccc1Br (centres undefined)	-3%	7%	0.2%	-0.3%	-6%	2.0%	-3.4%	16%	-21%
CCOC(=O)N1CCC(NC(=O)C2CCN(C(=O)N3CC(C)Oc4ccccc43)CC2)CC1 (centres undefined)	3%	3%	-0.1%	0.1%	18%	-2.2%	-11%	3%	12%
CC(C)(C)NC(=O)c1ccccc1NC(=O)c1ccc2c(c1)OCO2	-5%	2%[20 µM]	-0.1%	-0.1%	5%	0.5%	-3.7%	1%	-17%
CSCC[C@H](NC(=O)Nc1cccc(C(F)(F)F)c1)C(=O)O	6%	10%	-0.2%	0.6%	-6%	1.4%	-1.7%	6%	-13%
Cc1cccc(NC(=O)Cn2nc(-c3ccco3)ccc2=O)c1C	-10%	-4%	0.2%	0.4%	13%	-0.3%	-4.3%	-10%	-8%
COc1ccccc1NC(=O)Cc1nnc(SCC(=O)NC2=NCCS2)n1C	-2%	-9%	0.0%	-0.3%	6%	0.4%	-4.9%	-8%	11%
O=C(CSC1=NC(=O)C(c2ccccc2)C(=O)N1)Nc1cccc(Cl)c1 (centres undefined)	-3%	-49%	-0.1%	-0.1%	11%	3.8%	-0.3%	14%	6%
COC(=O)C(CCSC)NS(=O)(=O)c1ccc(Cl)cc1 (centres undefined)	-7%	26%	0.2%	0.9%	-18%	1.1%	0.1%	14%	-19%
COc1cccc(N2CCN(c3ncccn3)CC2)c1	-5%	-3%	-0.1%	0.1%	3%	-1.1%	5.2%	/	3%
CC(=O)Nc1ccc(-c2cn3cc(C)ccc3n2)cc1	-6%	-9%	-0.3%	-0.3%	7%	-2.1%	0.0%	19%	-30%
C=CCSc1nc2c(c(=O)[nH]c(=O)n2C)n1CC	-5%	12%	-0.2%	0.1%	-10%	-0.2%	-0.6%	-13%	-16%
CCN1CCN(S(=O)(=O)CC2(C)C3CCC2(C)C(=O)C3Br)CC1 (centres undefined)	4%	-10%	0.0%	-0.3%	4%	-1.8%	-1.7%	-1%	-26%
CC1CCCCC1NC(=O)CC1Oc2ccccc2NC1=O (centres undefined)	1%	-2%	-0.1%	-0.6%	5%	-1.1%	6.8%	11%	-12%

Among those listed so far, 2 have a cyano group.
SMILES	Dengue-2 NS5 capping	KOR beta-arrestin-1	GPR55 activation	West Nile antiviral	GPR35 antagonists	HIV peptide binding	KOR beta-arrestin-2	GPR55 antagonists	NOD1 inhibition	others
CCc1c(C)sc(NC(=O)c2cc(C3CC3)on2)c1C#N	-1%	23%	-0.2%	0.4%	9%	1.1%	2.5%	-8%	-15%
N#C/C(=N\O)c1nc(-c2ccccc2)cs1	-5%&6%	-26%&-37%	-0.2%&-0.1%	0.0%&-0.6%	9%&13%	2.4%&5.7%	-4.5%&3.7%	6%&9%	-19%&22%	Dengue-2 NS5 capping pilot replicate=-1.5

The main list resumes; the four compounds before the break are reprinted first.
SMILES	Dengue-2 NS5 capping	KOR beta-arrestin-1	GPR55 activation	West Nile antiviral	GPR35 antagonists	HIV peptide binding	KOR beta-arrestin-2	GPR55 antagonists	NOD1 inhibition	others
CC(=O)Nc1ccc(-c2cn3cc(C)ccc3n2)cc1	-6%	-9%	-0.3%	-0.3%	7%	-2.1%	0.0%	19%	-30%
C=CCSc1nc2c(c(=O)[nH]c(=O)n2C)n1CC	-5%	12%	-0.2%	0.1%	-10%	-0.2%	-0.6%	-13%	-16%
CCN1CCN(S(=O)(=O)CC2(C)C3CCC2(C)C(=O)C3Br)CC1 (centres undefined)	4%	-10%	0.0%	-0.3%	4%	-1.8%	-1.7%	-1%	-26%
CC1CCCCC1NC(=O)CC1Oc2ccccc2NC1=O (centres undefined)	1%	-2%	-0.1%	-0.6%	5%	-1.1%	6.8%	11%	-12%
O=C(C1CCCO1)N1CCN(S(=O)(=O)c2cc(F)ccc2F)CC1 (centres undefined)	5%	10%	0.3%	0.0%	14%	0.6%	1.6%	21%	-26%
CCOC(=O)c1nn(-c2ccccc2)c(=O)c(C#N)c1C	-1%	-83%	0.3%	0.7%	3%	0.5%	2.0%	-1%	-3%
Cc1nc2c(C(=O)N3CCN(C)CC3)cnn2c(C)c1Cc1ccc(Cl)cc1	-5%	-18%	-0.1%	0.0%	-1%	2.2%	3.4%	6%	-9%
Cc1ccc(/C=N/n2c(COc3ccccc3)n[nH]c2=S)cc1	-2%	-28%	-0.1%	1.5%	-9%	1.2%	3.3%	2%	-11%
CCOc1ccc(CCNC(=O)COC(=O)/C=C/c2ccc(OCC#N)c(OC)c2)cc1OCC	1%	3%	0.4%	-0.2%	-15%	2.3%	3.1%	12%	-19%
Cc1ccc(S(=O)(=O)CC(=O)Nc2nc(C(C)(C)C)cs2)cc1	-7%	-13%	0.0%	-0.5%	-12%	-0.8%	-3.2%	-7%	-12%
Cn1c(=O)n(C)c2cc(NC(=O)COc3ccccc3)ccc21	/	-35%	0.2%	-0.1%	51%	0.3%	1.8%	-9%	-22%
O=C(N/N=C/c1cc([N+](=O)[O-])ccc1Cl)c1cnccn1	-12%	-33%	0.1%	0.4%	17%	1.4%	-3.8%	0%	-32%
CSc1nnnn1-c1ccc(C(=O)O)cc1	0%	-21%	-0.2%	0.3%	12%	1.1%	1.7%	32%	-5%
CCC(=O)Nc1nc2ccccc2n1Cc1ccccc1C	2%	-34%	0.2%	-0.3%	-25%	-1.3%	-1.7%	-1%	16%
Cc1ccc2sc(=O)[nH]c2c1	1%	-6%	0.1%	-0.2%	3%	-0.9%	3.9%	-7%	-12%
O=C1C=C(c2ccccc2)CC(/C=C/c2ccccc2)C1 (centres undefined)	-6%	24%	0.3%	-0.8%	10%	2.3%	0.4%	2%	-24%
CS(=O)(=O)c1ccc2nc(NC(=O)c3ccccc3Br)sc2c1	1%	17%	-0.2%	0.5%	0%	2.6%	-4.1%	5%	-71%
Cc1nc2ccc(NC(=S)NC(C)C)cc2nc1C	-3%	-22%	0.0%	-0.8%	-2%	7.8%	0.6%	-5%	-46%	Dengue-2 NS5 capping pilot replicate=2.4
CN(C)c1ccc(NC(=O)Cn2c(=O)n(Cc3ccccc3)c(=O)c3ccccc32)cc1	-8%	-24%	0.9%	-0.5%	9%	2.8%	2.2%	16%	2%
Cc1ccc(Nc2cc(C)nc3ncnn23)c(C)c1	-3%	6%[20 µM]	1.9%	-0.5%	-4%	0.2%	-4.9%	-4%	-17%	Dengue-2 NS5 capping pilot replicate=-5.8
O=C(/C=C/c1ccccc1)Nc1ccc(S(=O)(=O)N2CCOCC2)cc1	-7%	-12%	0.2%	-0.1%	-1%	0.9%	4.9%	1%	-2%
Cc1c(C(=O)O)sc2nc3n(c(=O)c12)CCCCC3	-4%	22%	0.2%	0.2%	4%	5.4%	-1.2%	14%	-24%
CSc1nc(NCCOCCO)c2sc3nc(-c4ccco4)c4c(c3c2n1)CCC4	9%	3%	1.4%	0.2%	2%	1.4%	-0.8%	-6%	36%
COC(=O)C(C)Oc1ccc2cc(-c3ccccc3)c(=O)oc2c1 (centres undefined)	6%	-27%	0.2%	1.4%	-17%	-0.3%	0.5%	-3%	-40%
Cc1snc(SCC(=O)c2ccc([N+](=O)[O-])cc2)c1C#N	-1%	-2%	0.6%	0.1%	4%	3.1%	-0.9%	11%	-52%
CC(=O)c1cc(CC(=O)N2CCc3c([nH]c4ccccc34)C2c2ccccn2)cs1 (centres undefined)	/	3%[20 µM]	-0.1%	-0.6%	6%	-0.9%	/	6%	-5%
O=C(c1ccc(S(=O)(=O)N2CCOCC2)cc1)N1CCc2ccccc2C1	2%	-27%	-0.1%	-0.4%	18%	-0.7%	-7.1%	6%	-14%
N/C(Cc1ccc([N+](=O)[O-])cc1)=N\OC(=O)COc1ccccc1Cl	-1%	17%	0.5%	-0.9%	7%	-1.4%	4.3%	5%	-25%

Source: PubChem (several laboratories)
